TPT1 inh – C. albicans TPT1 enzyme inhibition. recombinant caTPT1, FP RNA substrate dephosphorylation. hit rate 0.81% among 300,000. inhibition, % at 5 µM;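 active = inhibition above the mean of all tested compounds plus 3 SD, set per screening campaign, cut at about 24% in these data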;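 note: plate controls were DMSO alone for no effect and ferristatin control at 100 nM for full effect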
Fh CTSL1 inh – cathepsin L1 inhibition, PFM18AAP counter-screen. recombinant F. hepatica cathepsin L1, Z-Leu-Arg-MCA fluorescence. inhibition, % at 5.96 µM. hit rate 0.49% among 300,000;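 active = inhibition above the mean of all tested compounds plus 3 SD, set per screening campaign, cut at about 17% in these data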;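 note: 0% = plate median of test compound wells and 100% = 1 µM Z-Phe-Ala-diazomethylketone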
Efflux pump inh – antifungal efflux pump inhibition, Nile Red retention | S. cerevisiae Candida pump triplex | inhibition, % at 10 µM | hit rate 0.44% among 330,000 | AID 485275;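 active = plate passing quality check with inhibition over a set limit, or well fluorescence over plate mean plus 4 SD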;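 note: Nile Red retained in pooled yeast measured as flow cytometry median fluorescence; 0% = buffer negative control and 100% = Enniatin B positive control; higher means more Nile Red kept so more efflux inhibition; some compounds called inactive have numbers as strong as hits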
HCV core dimer – HCV core protein dimerization inhibition | TR-FRET GST/Flag-core106 dimerization, 1536-well | inhibition, % at 5 µM | hit rate 0.33% among 300,000;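 active = inhibition above the mean of all tested compounds plus 3 SD, set per screening campaign, cut at about 45% in these data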
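System – GST-tagged and Flag-tagged HCV core protein residues 1-106 · Repeats – one well for each compound · Technique – TR-FRET 671 and 617 nm emission · Doses – one concentration, 5 µM, in 0.5% DMSO · Times – 4 h, 22.5 °C incubation · Also added – Eu donor and XL665 acceptor anti-tag antibodies · Measure – percent inhibition of core106 dimerization signal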
PP5 inh – PP5 (human) phosphatase inhibition | purified PP5c, OMFP substrate fluorescence | inhibition, % at 6.7 µM | hit rate 0.18% among 320,000;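 active = inhibition above the campaign's mean inhibition across all tested compounds plus 3 SD, cut at about 9.5% in these data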;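 note: 0% = DMSO only and 100% = 100 µM cantharidin control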
EBNA-1 inh – blocks EBNA-1 binding to DNA | EBNA-1 DNA binding, fluorescence polarization | hit rate 0.34% among 300,000 | inhibition, % at 14.8 µM; in the data active = inhibition above about 28%
ZTA counter – ZTA (EBV) inhibition in EBNA-1 counter-screen; hit rate 0.15% among 320,000; ZTA-DNA binding, fluorescence polarization; inhibition, % at 11 µM; P03206; in the data active = inhibition above about 33%
PP1 counter – counter-screen for PP5 inhibitors: inhibitors of human PP1-alpha | P62136 | purified PP1alpha, OMFP fluorescence | inhibition, % at 6.7 µM | hit rate 0.9% among 320,000;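 active = inhibition above the mean inhibition of all tested compounds plus 3 SD, computed separately for each screening campaign, cut at about 15% in these data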
Target sequence (P62136 whole entry, looked up): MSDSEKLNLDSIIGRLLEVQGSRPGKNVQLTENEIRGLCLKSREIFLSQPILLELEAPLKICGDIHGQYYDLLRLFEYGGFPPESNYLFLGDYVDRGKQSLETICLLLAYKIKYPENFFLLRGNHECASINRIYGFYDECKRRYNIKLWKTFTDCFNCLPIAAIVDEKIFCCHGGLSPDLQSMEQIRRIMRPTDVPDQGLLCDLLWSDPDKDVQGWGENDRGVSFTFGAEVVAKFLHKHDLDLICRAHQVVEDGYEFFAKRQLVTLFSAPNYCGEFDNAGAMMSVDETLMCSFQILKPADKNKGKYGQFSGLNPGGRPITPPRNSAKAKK
PREPL inh – inhibits the human prolyl oligopeptidase-like enzyme; Q4J6C6; recombinant PREPL, fluorescence polarization activity-based probe; inhibition, % at 5.96 µM; hit rate 0.68% among 320,000; AID 2751; in the data active = inhibition above about 43%;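 note: 0% = enzyme with DMSO and 100% = wells lacking enzyme; many of its hits are not listed in these tables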
Target sequence (Q4J6C6 whole entry, looked up): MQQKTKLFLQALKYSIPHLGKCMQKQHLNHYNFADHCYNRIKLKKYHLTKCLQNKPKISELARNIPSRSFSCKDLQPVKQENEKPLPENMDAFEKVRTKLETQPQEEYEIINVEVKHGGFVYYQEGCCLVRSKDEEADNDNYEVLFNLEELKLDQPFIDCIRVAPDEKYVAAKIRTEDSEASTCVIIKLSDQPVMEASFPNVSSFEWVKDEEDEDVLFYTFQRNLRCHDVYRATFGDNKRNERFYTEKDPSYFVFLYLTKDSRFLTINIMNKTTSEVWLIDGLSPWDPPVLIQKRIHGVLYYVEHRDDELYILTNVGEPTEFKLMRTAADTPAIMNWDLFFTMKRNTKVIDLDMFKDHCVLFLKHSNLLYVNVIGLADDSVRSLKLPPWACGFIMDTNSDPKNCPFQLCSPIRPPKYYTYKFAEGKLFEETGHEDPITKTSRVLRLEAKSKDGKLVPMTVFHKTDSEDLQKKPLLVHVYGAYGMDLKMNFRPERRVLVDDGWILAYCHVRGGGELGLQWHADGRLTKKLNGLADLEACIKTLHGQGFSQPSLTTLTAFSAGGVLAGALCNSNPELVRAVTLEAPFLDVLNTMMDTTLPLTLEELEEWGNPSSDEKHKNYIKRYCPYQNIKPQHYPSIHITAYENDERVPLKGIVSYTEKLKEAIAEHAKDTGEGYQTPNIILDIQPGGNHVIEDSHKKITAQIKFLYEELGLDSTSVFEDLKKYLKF
Numbers without * were called inactive.

Start of the listing, in advance (2 entries):
What do the screens show for `COC(=O)[C@]12C(=O)C(C)=C(O)[C@@]1(C)C(C)=CC1[C@@]34CC[C@@H](OC(C)=O)C(C)(C)C3C(C[C@]12C)OC4=O` (some centres undefined)?
TPT1 inh: -3; Fh CTSL1 inh: 1; Efflux pump inh: 0.0; HCV core dimer: -2; PP5 inh: 1.1; EBNA-1 inh: 16; ZTA counter: 1; PP1 counter: -3; PREPL inh: 2

How did Cn1c(SCc2ccccn2)nnc1-c1ccncc1 do in these assays?
TPT1 inh: -1; Fh CTSL1 inh: -3; Efflux pump inh: -0.1; HCV core dimer: -1; PP5 inh: 1.8; EBNA-1 inh: 2; ZTA counter: 3; PP1 counter: -3; PREPL inh: 11

The listing, from the first entry:
What do the screens show for `COC(=O)[C@]12C(=O)C(C)=C(O)[C@@]1(C)C(C)=CC1[C@@]34CC[C@@H](OC(C)=O)C(C)(C)C3C(C[C@]12C)OC4=O` (some centres undefined)?
TPT1 inh: -3; Fh CTSL1 inh: 1; Efflux pump inh: 0.0; HCV core dimer: -2; PP5 inh: 1.1; EBNA-1 inh: 16; ZTA counter: 1; PP1 counter: -3; PREPL inh: 2

How did Cn1c(SCc2ccccn2)nnc1-c1ccncc1 do in these assays?
TPT1 inh: -1; Fh CTSL1 inh: -3; Efflux pump inh: -0.1; HCV core dimer: -1; PP5 inh: 1.8; EBNA-1 inh: 2; ZTA counter: 3; PP1 counter: -3; PREPL inh: 11

What do the screens show for `CC(=O)c1c(C)[nH]c(C(=O)OCC(=O)N2CCCC2=O)c1C`?
Efflux pump inh: -0.1; PP5 inh: -1.6; ZTA counter: -5; PP1 counter: -1; PREPL inh: -3

What do the screens show for `COc1ccccc1N1CCN(c2cc(=O)n(-c3ccc(Br)cc3)c(=O)[nH]2)CC1`?
TPT1 inh: -1; Fh CTSL1 inh: -1; Efflux pump inh: 0.1; HCV core dimer: -4; PP5 inh: -1.3; EBNA-1 inh: 2; ZTA counter: 4; PP1 counter: 0; PREPL inh: 1

What do the screens show for `CCOc1ccc(NC(=O)CN2C(=O)C(C)SC(C)C2=O)cc1` (centres undefined)?
TPT1 inh: 2; Fh CTSL1 inh: 0; Efflux pump inh: 0.1; HCV core dimer: -3; PP5 inh: 3.0; EBNA-1 inh: -7; ZTA counter: -7; PP1 counter: -3; PREPL inh: 0

How did COC(=O)[C@@]12CCCCN1[C@H](c1ccc(-c3ccccc3)cc1)[C@H]1C(=O)N(C)C(=O)[C@H]12 do in these assays?
TPT1 inh: 1; Fh CTSL1 inh: 4; Efflux pump inh: 0.1; HCV core dimer: 11; PP5 inh: 2.4; EBNA-1 inh: 8; ZTA counter: 5; PP1 counter: 3; PREPL inh: 3

Results for N#Cc1c(N)nc2c(c1N)CC(=O)N2c1ccc(Cl)cc1 ?
TPT1 inh: 3; Fh CTSL1 inh: -1; Efflux pump inh: -0.2; HCV core dimer: -1; PP5 inh: 1.9; EBNA-1 inh: -3; ZTA counter: -2; PP1 counter: 6; PREPL inh: 39

How did O=C(CCCC1=NS(=O)(=O)c2ccccc2N1)N1CCN(c2ccc(Cl)cc2)CC1 do in these assays?
TPT1 inh: 1; Fh CTSL1 inh: 4; Efflux pump inh: 0.2; HCV core dimer: 5; PP5 inh: 1.9; EBNA-1 inh: -4; ZTA counter: 22; PP1 counter: 2; PREPL inh: 23

Results for COc1ccccc1-c1nc(C#N)c(NCc2ccc(F)cc2)o1 ?
TPT1 inh: -5; Fh CTSL1 inh: -1; Efflux pump inh: -0.2; HCV core dimer: 7; PP5 inh: 2.1; EBNA-1 inh: -3; ZTA counter: 13; PP1 counter: -1; PREPL inh: 16

How did NC/C(=N\O)c1ccc(Cl)cc1Cl do in these assays?
TPT1 inh: 2; Fh CTSL1 inh: -3; Efflux pump inh: -0.2; HCV core dimer: -2; PP5 inh: 0.0; EBNA-1 inh: -3; ZTA counter: 17; PP1 counter: -1; PREPL inh: 0

How did Cn1cccc1C(=O)OCc1ccc(C(C)(C)C)cc1 do in these assays?
TPT1 inh: 4; Fh CTSL1 inh: 2; Efflux pump inh: -0.1; HCV core dimer: 9; PP5 inh: 2.8; EBNA-1 inh: 5; ZTA counter: 5; PP1 counter: 1; PREPL inh: 9

What do the screens show for `CCC1Oc2ccc(C)cc2N(CC(=O)NC2CCCCC2)C1=O` (centres undefined)?
TPT1 inh: 0; Fh CTSL1 inh: -2; Efflux pump inh: 0.0; HCV core dimer: -20; PP5 inh: 4.1; EBNA-1 inh: 1; ZTA counter: -6; PP1 counter: -1; PREPL inh: -1

Brought forward from above: 2 compounds, followed by the next part.
How did Cn1cccc1C(=O)OCc1ccc(C(C)(C)C)cc1 do in these assays?
TPT1 inh: 4; Fh CTSL1 inh: 2; Efflux pump inh: -0.1; HCV core dimer: 9; PP5 inh: 2.8; EBNA-1 inh: 5; ZTA counter: 5; PP1 counter: 1; PREPL inh: 9

What do the screens show for `CCC1Oc2ccc(C)cc2N(CC(=O)NC2CCCCC2)C1=O` (centres undefined)?
TPT1 inh: 0; Fh CTSL1 inh: -2; Efflux pump inh: 0.0; HCV core dimer: -20; PP5 inh: 4.1; EBNA-1 inh: 1; ZTA counter: -6; PP1 counter: -1; PREPL inh: -1

What do the screens show for `CCOC(=O)CNC(=O)COc1coc(CN2CCN(c3ccccc3)CC2)cc1=O`?
TPT1 inh: 4; Fh CTSL1 inh: -2; Efflux pump inh: 0.2; HCV core dimer: -1; PP5 inh: 0.6; EBNA-1 inh: -2; ZTA counter: 6; PP1 counter: -1; PREPL inh: 20

Results for COc1cc2[nH]c(=O)n(CCC(=O)N3CCN(c4cc(Cl)ccc4C)CC3)c(=O)c2cc1OC ?
TPT1 inh: 0; Fh CTSL1 inh: 2; Efflux pump inh: 0.0; HCV core dimer: 11; PP5 inh: -0.3; EBNA-1 inh: 2; ZTA counter: -3; PP1 counter: 0; PREPL inh: 6

What do the screens show for `Cc1cccc(NC(=O)Cn2cc(C(=O)C3CC3)c3ccccc32)c1C`?
TPT1 inh: -2; Fh CTSL1 inh: -1; Efflux pump inh: 0.1; HCV core dimer: -9; PP5 inh: 2.0; EBNA-1 inh: -4; ZTA counter: -6; PP1 counter: 5; PREPL inh: -17

How did COCc1cc(C)nc(SCC(=O)Nc2ccc3c(c2)OCCO3)c1C#N do in these assays?
TPT1 inh: -4; Fh CTSL1 inh: 0; Efflux pump inh: 0.0; HCV core dimer: 8; PP5 inh: 2.5; EBNA-1 inh: -4; ZTA counter: 3; PP1 counter: -1; PREPL inh: 3

What do the screens show for `COc1cccc(OC)c1C(=O)NC(=S)Nc1ccc2c(c1)Cc1ccccc1-2`?
TPT1 inh: 0; Fh CTSL1 inh: -6; Efflux pump inh: -0.1; HCV core dimer: 2; PP5 inh: 3.5; EBNA-1 inh: 6; ZTA counter: -4; PP1 counter: -4; PREPL inh: 10

Results for CSc1nc2ccccc2n1CC(=O)Nc1ccc(C)c(C)c1 ?
TPT1 inh: -1; Fh CTSL1 inh: -2; Efflux pump inh: 0.0; HCV core dimer: 6; PP5 inh: 1.9; EBNA-1 inh: 0; ZTA counter: 2; PP1 counter: -1; PREPL inh: 10

What do the screens show for `O=C(CCl)Nc1cccc(-c2cnc3ccccc3n2)c1`?
TPT1 inh: -4; Fh CTSL1 inh: 74*; Efflux pump inh: 0.0; HCV core dimer: 11; PP5 inh: 0.2; EBNA-1 inh: 8; ZTA counter: 9; PP1 counter: -2; PREPL inh: -21

How did O=C(CCn1c(=O)oc2ccccc21)Nc1cccc([N+](=O)[O-])c1 do in these assays?
TPT1 inh: -3; Fh CTSL1 inh: -3; Efflux pump inh: -0.2; HCV core dimer: -14; PP5 inh: 5.4; EBNA-1 inh: -5; ZTA counter: -4; PP1 counter: 3; PREPL inh: 2

What do the screens show for `O=C(CC1SC(=O)N(c2ccccc2)C1=O)Nc1ccccc1` (centres undefined)?
TPT1 inh: 3; Fh CTSL1 inh: 9; Efflux pump inh: -0.1; HCV core dimer: -4; PP5 inh: -0.3; EBNA-1 inh: 6; ZTA counter: 10; PP1 counter: 2; PREPL inh: -2

Results for CC(C)(O)C#Cc1ccc(C(=O)NCc2cccs2)s1 ?
TPT1 inh: -4; Fh CTSL1 inh: -3; Efflux pump inh: 0.0; HCV core dimer: -5; PP5 inh: 2.2; EBNA-1 inh: -12; ZTA counter: -4; PP1 counter: 1; PREPL inh: 2

Results for CN(CC(=O)Nc1ccccc1Cl)C(=O)Cn1nnc(-c2ccc(F)cc2)n1 ?
TPT1 inh: -1; Fh CTSL1 inh: -2; Efflux pump inh: 0.0; HCV core dimer: 2; PP5 inh: -0.5; EBNA-1 inh: -3; ZTA counter: -13; PP1 counter: -6; PREPL inh: -2

Results for Cc1ccc(S(=O)(=O)N2CCCCC2)cc1NC(=O)c1ccc2c(c1)OCO2 ?
TPT1 inh: 0; Fh CTSL1 inh: 1; Efflux pump inh: -0.3; HCV core dimer: -1; PP5 inh: -1.4; EBNA-1 inh: 7; ZTA counter: 6; PP1 counter: -2; PREPL inh: 10

Results for O=C1CCC/C(=N/Nc2ccc(Cl)cc2)C1 ?
TPT1 inh: 7; Fh CTSL1 inh: -6; Efflux pump inh: -0.2; HCV core dimer: 40; PP5 inh: 0.8; EBNA-1 inh: -10; ZTA counter: -10; PP1 counter: 1; PREPL inh: 27

What do the screens show for `CCC1CCCCN1S(=O)(=O)c1ccc(C(=O)Nc2nnc(C3CC3)o2)cc1` (centres undefined)?
TPT1 inh: -1; Fh CTSL1 inh: -5; Efflux pump inh: 0.1; HCV core dimer: 1; PP5 inh: 2.4; EBNA-1 inh: -2; ZTA counter: 10; PP1 counter: 23*; PREPL inh: -5

Results for Cc1cc(C)n(-c2ncnc3sc4c(c23)CCCC4)n1 ?
TPT1 inh: 2; Fh CTSL1 inh: -1; Efflux pump inh: 0.0; HCV core dimer: 6; PP5 inh: 2.0; EBNA-1 inh: 4; ZTA counter: 10; PP1 counter: 1; PREPL inh: 10

Results for COc1ccc(CN2C(=O)C(C)Oc3ccccc32)cc1 (centres undefined) ?
TPT1 inh: 2; Fh CTSL1 inh: -2; Efflux pump inh: -0.1; HCV core dimer: 0; PP5 inh: 0.1; EBNA-1 inh: -1; ZTA counter: 2; PP1 counter: 1; PREPL inh: -7

How did COc1ccc(C)cc1S(=O)(=O)N(C)CC(=O)NC1CC1 do in these assays?
TPT1 inh: -3; Fh CTSL1 inh: 3; Efflux pump inh: -0.2; HCV core dimer: -4; PP5 inh: 1.9; EBNA-1 inh: 0; ZTA counter: 16; PP1 counter: -1; PREPL inh: 18

What do the screens show for `CCN1CCN(c2ccc(NC(=O)c3ccc4c(c3)[nH]c(=O)n4Cc3ccc(F)cc3)cc2)CC1`?
TPT1 inh: -2; Fh CTSL1 inh: 6; Efflux pump inh: -5.8; HCV core dimer: -17; PP5 inh: 4.3; EBNA-1 inh: 2; ZTA counter: -5; PP1 counter: 0; PREPL inh: 26

Assay outcomes from PubChem.

Only part of the results is shown, so the mix of outcomes need not match the whole.
